Screens: PubChem BioAssay, several laboratories
Peg3 promoter: reduces Peg3 promoter-driven luciferase expression in HeLa | inhibition, % at 20 µM | HeLa PEG-Prom luciferase reporter, luminescence, overnight | AID 588405 | hit rate 1.7% among 360,000;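 active = inhibition of at least 50% at 20 µM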
H9c2 protect: protects H9c2 cardiomyocytes from peroxide injury; hit rate 0.63% among 360,000; protection from H2O2 cell death, % at 20 µM; H2O2 injury protection, ATPLite, 2 h; AID 588492;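 active = compounds giving at least 50% protection of heart cells from peroxide-induced death in the single-dose screen, raw or plate-pattern-corrected value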;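 note: 0% = DMSO wells with peroxide and 100% = DMSO wells without peroxide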
hiPSC survival: hiPSC single-cell survival enhancement | hit rate 0.044% among 360,000 | ATPlite luminescence; 100% = ROCK inhibitor wells, 0% = DMSO | survival enhancement, % at 20 µM | AID 602274; in the data active = survival enhancement above about 18%;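 note: cells exposed to compounds for 16 hours before the ATP read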
Shn3 inh set2: inhibitors of Schnurri-3 3'UTR reporter in osteoblasts; inhibition, % at 12.5 µM; hit rate 0.52% among 360,000; AID 588674; Clone20 osteoblast Shn3 3'UTR firefly luciferase, 24 h;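 active = mean inhibition of at least 75% with every replicate also reaching 75%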;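 note: 0% = median of neutral control wells and 100% = pilot-screen positive control compound; some compounds past the cut are filed as inactive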
HIF-2a block: HIF-2a inhibition | 786-0 RCC cells HIF-2a reporter, luciferase luminescence, overnight | inhibition, % at 18.8 µM | hit rate 0.72% among 360,000 | AID 624352;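 active = inhibition of the luminescence signal of 40% or more relative to plate controls, in a single-dose primary screen at 18.75 µM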
CaV13 FRET inh: Primary screen for inhibitors of IQ motif and Ca2+-dependent inactivation inhibitor domain binding in CACNA1D, Förster resonance energy transfer in living cells, … | HEK cells, CFP/YFP FRET ICDI-IQ, plate reader, 10 min; percent FRET-ratio fall versus neutral wells | inhibition, % at 12.3 µM | hit rate 0.098% among 340,000;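 active = mean replicate inhibition of at least 30% and at least 1% of replicates passing that level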;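 note: 0% = median of the neutral control wells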
PDI turbidity: inhibitors of human protein disulfide isomerase | PDI insulin aggregation turbidity, A650, 90 min | P07237 | hit rate 0.052% among 350,000 | inhibition, % at 10 µM;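 active = mean inhibition across replicates of 30% or more, whatever share of single replicates reach that level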;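 note: absorbance from insulin aggregation driven by PDI reduction with DTT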
Target sequence (P07237 whole entry, looked up): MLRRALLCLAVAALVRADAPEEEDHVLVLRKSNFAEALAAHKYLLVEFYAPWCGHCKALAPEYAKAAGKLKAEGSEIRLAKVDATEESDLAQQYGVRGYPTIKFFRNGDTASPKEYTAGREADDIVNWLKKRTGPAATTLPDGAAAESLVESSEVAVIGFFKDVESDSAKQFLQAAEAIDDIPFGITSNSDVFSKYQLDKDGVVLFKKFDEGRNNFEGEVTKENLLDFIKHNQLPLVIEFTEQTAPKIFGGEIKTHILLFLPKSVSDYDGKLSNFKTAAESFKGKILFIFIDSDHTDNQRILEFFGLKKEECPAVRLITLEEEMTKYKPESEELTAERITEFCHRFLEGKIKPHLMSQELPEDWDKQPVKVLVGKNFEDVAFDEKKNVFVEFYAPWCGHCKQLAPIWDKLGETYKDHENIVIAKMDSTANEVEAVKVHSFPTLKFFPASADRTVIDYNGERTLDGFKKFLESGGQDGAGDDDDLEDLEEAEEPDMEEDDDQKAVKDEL
m5-HT2A agonist: mouse HTR2A agonism via beta-arrestin recruitment; P35363; CHO-K1 mHTR2A beta-arrestin complementation, luminescence; percent of 30 µM serotonin response; activation, % at 7.6 µM; hit rate 0.66% among 360,000; AID 624169;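 active = activation above a run cutoff, the mean activation of all tested compounds plus 3 SD, cut at about 14% in these data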;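 note: 0% = plate median of compound wells and 100% = 30 µM serotonin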
TRPM1 prom inh: MITF TRPM1 promoter inhibition in SK-MEL-5 cells; SK-MEL-5 TRPM1 promoter luciferase, 24 h; inhibition, % at 12.5 µM; hit rate 0.83% among 330,000;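 active = mean inhibition across replicates of 60% or more, whatever share of single replicates reaches that level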; note: values of inactives mirror those of a sister screen read the other way
NR2E3 ag-1: activates human photoreceptor nuclear receptor NR2E3; Q9Y5X4; GST-NR2E3/biotin-RetCOR TR-FRET, 1536-well; inhibition of corepressor binding, % at 4.78 µM; hit rate 0.12% among 320,000; AID 2300;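 active = percent inhibition above the cutoff of mean plus 3 SD of all tested compounds, set per screening campaign, cut at about 20% in these data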;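 note: 0% = DMSO wells and 100% = biotin wells as full block of FRET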
Target sequence (Q9Y5X4 whole entry, looked up): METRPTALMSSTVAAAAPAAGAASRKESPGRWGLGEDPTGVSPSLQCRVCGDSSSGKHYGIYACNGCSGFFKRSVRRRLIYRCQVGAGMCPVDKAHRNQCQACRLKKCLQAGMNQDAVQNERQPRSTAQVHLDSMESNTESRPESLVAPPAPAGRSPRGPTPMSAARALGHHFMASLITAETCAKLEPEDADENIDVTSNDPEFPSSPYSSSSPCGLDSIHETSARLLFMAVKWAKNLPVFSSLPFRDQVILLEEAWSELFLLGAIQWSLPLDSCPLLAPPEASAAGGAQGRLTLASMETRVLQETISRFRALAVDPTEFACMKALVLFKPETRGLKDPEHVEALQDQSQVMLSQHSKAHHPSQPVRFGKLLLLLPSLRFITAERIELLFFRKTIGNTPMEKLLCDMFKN
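System: GST-tagged NR2E3 plus biotinylated RetCOR corepressor; Amount: 1.35 nM GST-tagged NR2E3 final; Dosing: single nominal compound dose of 4.8 µM; Schedule: 5 h incubation at 4 °C; Technique: TR-FRET with europium anti-GST and streptavidin-D2, 340 nm excitation; Controls: biotin wells as high control, 0.6% DMSO wells as low control.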
NR2E3 ag-2: human photoreceptor-specific nuclear receptor agonism; Q9Y5X4; CHO-S Gal4-NCOR/VP16-NR2E3 two-hybrid, luciferase; inhibition of corepressor binding, % at 3.98 µM; hit rate 0.35% among 360,000; AID 602229;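 active = inhibition above the mean of all tested compounds plus 3 SD, cut at about 70% in these data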;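 note: 0% = DMSO with NR2E3 transfected cells and 100% = cells lacking NR2E3 construct; higher means lower luciferase signal from less NR2E3 corepressor binding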
Numbers without * were called inactive; x = no result given.

1. CC(=O)N1c2ccc(S(=O)(=O)N3CCC(C(=O)N4CCN(c5cc(Cl)ccc5C)CC4)CC3)cc2CC1C (stereo not given)
2. CSCC[C@H](NC(=O)COc1cc2c(c3oc(=O)c(C)c(C)c13)CCC(C)(C)O2)C(=O)O
3. COCCCNC(=S)NNC(=O)c1ccoc1C
4. O=C1Nc2ccccc2C1=Nc1ccc2[nH]c3ccccc3c2c1
5. CN(C)c1cc2c(c(N(C)C)c1)C(=O)c1ccccc1C2=O
6. CC(C(=O)N1CCOCC1)N1c2cccc3cccc(c23)S1(=O)=O (stereo not given)
7. Brc1ccc(-c2cn3c(n2)CCc2ccc4cccnc4c2-3)cc1
8. CN(C(=O)c1cccs1)C1(C)CCS(=O)(=O)C1 (stereo not given)
9. CC(=O)N1N=C2c3ccccc3CCC2C1c1cccs1 (stereo not given)
10. C/C(CC(=O)Nc1ccc(Cl)c(C(F)(F)F)c1)=N\NC(=O)c1ccccc1O
compound no.	1	2	3	4	5	6	7	8	9	10
Peg3 promoter	11	18	17	-29	-86	14	2	7	0	6
H9c2 protect	-11	2	15	2	7	0	13	4	-1	8
hiPSC survival	-0.3	0.5	-0.1	-1.2	-3.1	2.5	0.5	-0.1	0.5	-0.2
Shn3 inh set2	89*	-3	-2	14	0	16	0	-11	7	-7
HIF-2a block	16	4	15	2	-179	15	-2	3	-9	1
CaV13 FRET inh	-2	-6	-4	-2	-3	x	-7	-6	-16	-4
PDI turbidity	-3	3	-19	-8	-6	-6	-4	-7	4	2
m5-HT2A agonist	12	1	0	4	-7	-3	1	1	-7	0
TRPM1 prom inh	20	6	-1	7	-7	-4	26	2	x	16
NR2E3 ag-1	3	2	0	x	-12	-2	3	4	-3	3
NR2E3 ag-2	87*	-11	-11	4	13	0	-15	-25	-20	12

11. CCN1CCN(CCCNC(=O)CNC(=O)c2nn(-c3ccc(OC)cc3)c(=O)c3ccccc23)CC1
12. CCn1nc(C(C)C(=O)O)c2ccccc2c1=O (stereo not given)
13. O=C(Nn1cnnc1)c1ccc(F)cc1
14. COc1ccccc1NC(=O)COc1cccc2c1CCNC2=O
15. O=C(COC(=O)CNC(=O)c1ccc(Cl)cc1)Nc1ncc(C(F)(F)F)cc1Cl
16. Cc1nonc1OCC(C)(COc1nonc1C)NC(=O)c1ccccc1
17. COCCN(C(=O)COC(=O)CCc1ccccc1OC)c1c(N)n(Cc2ccccc2)c(=O)[nH]c1=O
18. CC(OC(=O)CCC(=O)c1cccs1)C(=O)Nc1ccc(Cl)cn1 (stereo not given)
19. Cn1c(CCC(=O)Nc2ccc(F)cc2)nc2cc(S(=O)(=O)N3CCOCC3)ccc21
20. Cc1ccc(Nc2ncccc2C(N)=O)cc1
compound no.	11	12	13	14	15	16	17	18	19	20
Peg3 promoter	12	7	-11	-26	7	6	-13	20	7	-265
H9c2 protect	6	3	7	64*	6	1	2	-2	15	-1
hiPSC survival	-0.1	0.9	1.2	0.1	0.4	-0.1	-0.4	-0.8	0.1	-2.2
Shn3 inh set2	2	-4	12	7	19	-22	-20	-3	-5	-178
HIF-2a block	-4	9	20	-35	13	6	6	2	4	-272
CaV13 FRET inh	-17	2	-6	-2	-5	-5	-1	-4	-7	-6
PDI turbidity	-9	-2	0	-6	8	3	6	9	-2	11
m5-HT2A agonist	1	2	0	7	-3	3	-8	-3	-1	2
TRPM1 prom inh	6	9	5	-9	4	7	2	11	-4	-66
NR2E3 ag-1	1	4	-2	-1	-2	-1	-1	0	3	-4
NR2E3 ag-2	4	15	-10	4	-25	-2	10	-15	-16	-98

Shown as a hit in Shn3 inh set2 (from the list above):
item	canonical_smiles	Peg3 promoter	Shn3 inh set2	HIF-2a block	CaV13 FRET inh	PDI turbidity	m5-HT2A agonist	TRPM1 prom inh	NR2E3 ag-1	NR2E3 ag-2
1	CC(=O)N1c2ccc(S(=O)(=O)N3CCC(C(=O)N4CCN(c5cc(Cl)ccc5C)CC4)CC3)cc2CC1C (stereo not given)	11	89*	16	-2	-3	12	20	3	87*

Reprinted, compounds 16–20
16. Cc1nonc1OCC(C)(COc1nonc1C)NC(=O)c1ccccc1
17. COCCN(C(=O)COC(=O)CCc1ccccc1OC)c1c(N)n(Cc2ccccc2)c(=O)[nH]c1=O
18. CC(OC(=O)CCC(=O)c1cccs1)C(=O)Nc1ccc(Cl)cn1 (stereo not given)
19. Cn1c(CCC(=O)Nc2ccc(F)cc2)nc2cc(S(=O)(=O)N3CCOCC3)ccc21
20. Cc1ccc(Nc2ncccc2C(N)=O)cc1
compound no.	16	17	18	19	20
Peg3 promoter	6	-13	20	7	-265
H9c2 protect	1	2	-2	15	-1
hiPSC survival	-0.1	-0.4	-0.8	0.1	-2.2
Shn3 inh set2	-22	-20	-3	-5	-178
HIF-2a block	6	6	2	4	-272
CaV13 FRET inh	-5	-1	-4	-7	-6
PDI turbidity	3	6	9	-2	11
m5-HT2A agonist	3	-8	-3	-1	2
TRPM1 prom inh	7	2	11	-4	-66
NR2E3 ag-1	-1	-1	0	3	-4
NR2E3 ag-2	-2	10	-15	-16	-98

Following part
21. COc1ccc(-n2ncc(C(=O)NC3CC3)c2C2CCN(C(=O)OC(C)(C)C)CC2)cc1
22. CC(C)C[C@@H](CN)NC(=O)c1nc[nH]c1C(=O)N[C@@H](C)C(=O)CNC[C@H](CC(C)C)NC(=O)c1nc[nH]c1C(=O)N[C@@H](Cc1ccccc1)C(=O)O
23. CC(NC(=O)C1CCN(C(=O)[C@@H]2Cc3ccccc3CN2)CC1)c1ccccc1 (stereo not given in full)
24. COc1ccc(NS(=O)(=O)c2cccc(C(=O)NNC(=O)c3ccc(C)o3)c2)cc1
25. CCOc1ncccc1C(=O)OCC(=O)Nc1ccc(C)c(S(=O)(=O)N2CCOCC2)c1
26. O=C(N/N=C/c1ccc(Cl)cc1Cl)c1ccc2nc[nH]c2c1
27. CC(C)NC(=O)CSc1nnc(COc2ccccc2Cl)o1
28. CC(Oc1cccc(Cl)c1)C(=O)N1CCCN(C)CC1 (stereo not given)
29. COCCN(C(=O)COC(=O)c1cc(C)oc1C)c1c(N)n(Cc2ccccc2)c(=O)[nH]c1=O
30. CCc1nc2nc(C)c(NS(=O)(=O)c3cccs3)c(=O)n2[nH]1
compound no.	21	22	23	24	25	26	27	28	29	30
Peg3 promoter	17	-12	-15	14	24	-154	0	8	-7	-3
H9c2 protect	4	4	3	-15	-8	9	-3	-6	-2	-1
hiPSC survival	-0.4	3.5	0.0	2.2	-1.5	0.3	3.0	-0.3	-0.4	-0.6
Shn3 inh set2	-9	-8	-9	18	-16	-10	-3	-17	-17	-8
HIF-2a block	6	-11	-4	5	17	-162	4	12	18	16
CaV13 FRET inh	-3	-8	-4	-6	-4	-6	x	-3	-4	-4
PDI turbidity	-4	-1	12	-10	-3	-3	-14	4	8	-2
m5-HT2A agonist	5	1	6	5	-2	-2	0	-1	11	3
TRPM1 prom inh	9	1	9	8	6	2	-4	7	4	3
NR2E3 ag-1	2	x	3	0	2	4	3	3	1	-4
NR2E3 ag-2	-22	-33	-29	-4	-4	-52	-9	-5	3	-29

31. O=C(Cn1ncc2ccccc21)N1CCN(c2cccc(C(F)(F)F)c2)CC1
32. O=S(=O)(/N=S1\CC=CCN1S(=O)(=O)c1ccccc1)c1ccccc1 (stereo not given)
33. O=C(CC(c1ccccc1)(c1ccccc1)c1ccccc1)N[C@@H](Cc1ccccc1)C(=O)O
34. Cc1cc(C)cc(N(C(C)C(=O)N2CCOCC2)S(C)(=O)=O)c1 (stereo not given)
35. O=C(N/N=C\c1ccccn1)C1c2ccccc2Oc2ccccc21
36. CC(C)(C)CC(=O)Nc1nc(C(N)Cc2ccc(C(F)(F)F)cc2)cs1 (stereo not given)
37. COc1ccc(NC(=O)c2[nH]c(C)c(C(C)=O)c2C)cc1S(=O)(=O)N1CCOCC1
38. CCOC(=O)c1ccc(-c2c(-c3ccccc3OC)oc3ccccc23)cc1F
39. Cc1ccccc1NC(=O)CSc1nc2ccccc2o1
40. CCOC(=O)C1=C(COC(=O)COc2ccccc2C=O)NC(=O)NC1C (stereo not given)
41. Cc1nc2ccccc2cc1C(=O)N/N=C/c1cccs1
42. CCN(CC)C(=O)COc1ccc2c3c(c(=O)oc2c1C)CCCC3
43. CC(=NCC1CCNCC1)C1=C(O)CC(C)(C)CC1=O
compound no.	31	32	33	34	35	36	37	38	39	40	41	42	43
Peg3 promoter	21	0	3	20	24	102*	-8	-1	-172	6	20	-6	7
H9c2 protect	-2	9	8	9	29	-21	-2	-6	-3	4	1	-5	11
hiPSC survival	1.4	2.8	3.7	0.0	0.9	-1.5	-1.1	-1.3	0.5	-3.2	-0.1	0.5	-0.8
Shn3 inh set2	-2	94*	-14	2	7	19	12	-16	-18	-15	6	7	-6
HIF-2a block	6	13	12	2	13	11	-16	-32	-311	14	6	-35	18
CaV13 FRET inh	x	-18	-9	-4	-3	-5	-5	-4	-4	-5	-5	16	x
PDI turbidity	0	-2	1	0	-4	-12	-13	1	-4	-10	-1	13	10
m5-HT2A agonist	2	3	0	-3	0	11	0	4	-1	3	2	4	0
TRPM1 prom inh	-15	-7	0	5	6	x	-5	-3	-36	7	-3	-7	-1
NR2E3 ag-1	1	x	-2	4	3	x	2	2	1	x	0	4	1
NR2E3 ag-2	6	-19	-17	-4	-6	0	7	-2	-19	-22	-6	0	14
